Platelet DG rel: platelet dense granule release activity; human platelet-rich plasma, SFLLRN dense granule ATP release, luminescence; 0.22% of 300,000 active; inhibition, %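 (compounds screened at 7.5 µM in platelet-rich plasma)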; AID 1663;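 active = mean replicate score, as percent of positive control, at or above 50; inconclusive = mean below 50 but at least one replicate at or above 50; inactive = mean and every replicate below 50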
HSP90 refold inh: blocks HSP90-mediated luciferase refolding in reticulocyte lysate; Rabbit reticulocyte lysate, luciferase refolding luminescence, 3 h; inhibition, % at 5.6 µM; 0.91% of 290,000 active; AID 1789;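 active = inhibition above the screen-wide mean plus 3 SD, computed separately per campaign, cut at about 16% in these data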;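 also: 0% = DMSO wells and 100% = 60 µM geldanamycin wells; inhibitors lower the luminescence because luciferase stays unfolded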
GSK3B inh: inhibitors of human GSK3beta kinase | 0.038% of 300,000 active | AID 2097 | activity score (negative = inhibition), % at 10 µM | P49841 | GST-GSK3beta kinase, ADP-Glo luminescence, 60 min; active compounds read low;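 active = more than half of replicate wells score below -50%, meaning over 50% inhibition versus plate controls; inconclusive = some replicates but at most half score below -50%; inactive = no replicate scores below -50%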;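 also: 0% = median DMSO wells and -100% = median GW8510 positive control wells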
Target sequence (P49841 whole entry, looked up): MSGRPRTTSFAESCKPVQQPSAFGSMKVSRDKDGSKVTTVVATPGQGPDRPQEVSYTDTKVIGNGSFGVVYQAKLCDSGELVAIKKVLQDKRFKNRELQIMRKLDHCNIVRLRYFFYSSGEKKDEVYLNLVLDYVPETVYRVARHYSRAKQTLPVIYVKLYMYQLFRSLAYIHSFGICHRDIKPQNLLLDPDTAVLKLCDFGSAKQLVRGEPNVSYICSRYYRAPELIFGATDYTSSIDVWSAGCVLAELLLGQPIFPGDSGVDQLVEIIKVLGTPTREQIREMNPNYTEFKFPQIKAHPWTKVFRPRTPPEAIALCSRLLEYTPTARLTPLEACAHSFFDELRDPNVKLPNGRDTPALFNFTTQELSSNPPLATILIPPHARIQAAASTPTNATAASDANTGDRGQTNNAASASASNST
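Assay system: GST-tagged human GSK3beta kinase, cell-free; Input: 1.6 ng GSK3beta; Medium: Tris/MgCl2 kinase buffer; Timing: 60 min enzyme reaction, room temperature; Signal: ADP-Glo luminescence quantifying ADP generated by kinase; Evaluation: score relative to plate controls; Benchmarks: DMSO neutral wells and GW8510 at 20 µM as positive.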
KLF5 inh: inhibitors of KLF5 expression; DLD-1 KLF5 promoter-luciferase reporter, luminescence; inhibition, % at 5 µM; 0.23% of 290,000 active; AID 1700;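 active = inhibition above a per-plate limit of that plate's mean compound inhibition plus 3 SD, cut at about 60% in these data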;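 also: 0% = DMSO wells and 100% = LY294002 at 200 µM; higher means less KLF5 promoter-driven luciferase light; inactives centre near -14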
HSF1 inhib: HSF1 inhibition | NIH3T3-HGL HSE-luciferase, MG132-induced, luminescence 8 h; active compounds read low | activity change, negative = inhibition, % at 7.5 µM (by protocol) | 0.77% of 300,000 active;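 active = more than half of replicate wells show activity change below -50%, luminescence cut by over half; inconclusive = some wells, but at most half, below -50%; inactive = no replicate well below -50%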;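 also: luciferase reports HSF-1 transcriptional activity via heat shock element; 0% = median of DMSO wells and -100% = zero luminescence signal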
IEC-6 cytotox: kills IEC-6 intestinal cells in KLF5 counter-screen | IEC-6 cytotoxicity, luminescence viability | inhibition, % at 5 µM | 0.78% of 290,000 active | AID 1825; in the data active = inhibition above about 22%;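 also: 0% = plate median of test compound wells and 100% = cytotoxic reference compound wells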
aSyn UTR inh: MLPCN primary screen, SNCA 5' untranslated region. inhibition, % (tested at 7.5 µM). alpha-synuclein 5'UTR reporter, inhibitor activity. AID 1813. 0.82% of 300,000 active; in the data active = inhibition above about 60%; inconclusive = no clear call, values can overlap the other calls;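 also: H4 neuroglioblastoma cells stably carrying SNCA 5'UTR luciferase fusion; 0% = DMSO wells and 100% = positive control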
HSF-1 act: increases HSF-1 driven luciferase reporter signal; NIH3T3-HGL HSF-1 luciferase reporter, MG132, 8 h; 100% = twice DMSO control signal; activation, % at 9 µM; 1.7% of 300,000 active; AID 504408;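 active = mean replicate activation of at least 50% with a set share of replicates each reaching 50%; inconclusive = only one of those two conditions met; inactive = mean below 50% and too few replicates reaching it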;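 also: 0% = median of the neutral control wells and 100% = twice that signal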
GSK3 alpha inh: blocks human GSK-3 alpha kinase. P49840. ADP-Glo luminescence, 60 min. inhibition, % at 10 µM. 0.1% of 320,000 active;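 in the data active = inhibition above about 50%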;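 also: GST-tagged GSK-3 alpha with peptide substrate and 25 µM ATP; 0% = DMSO neutral wells and 100% = GW8510 positive control wells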
Target sequence (P49840 whole entry, looked up): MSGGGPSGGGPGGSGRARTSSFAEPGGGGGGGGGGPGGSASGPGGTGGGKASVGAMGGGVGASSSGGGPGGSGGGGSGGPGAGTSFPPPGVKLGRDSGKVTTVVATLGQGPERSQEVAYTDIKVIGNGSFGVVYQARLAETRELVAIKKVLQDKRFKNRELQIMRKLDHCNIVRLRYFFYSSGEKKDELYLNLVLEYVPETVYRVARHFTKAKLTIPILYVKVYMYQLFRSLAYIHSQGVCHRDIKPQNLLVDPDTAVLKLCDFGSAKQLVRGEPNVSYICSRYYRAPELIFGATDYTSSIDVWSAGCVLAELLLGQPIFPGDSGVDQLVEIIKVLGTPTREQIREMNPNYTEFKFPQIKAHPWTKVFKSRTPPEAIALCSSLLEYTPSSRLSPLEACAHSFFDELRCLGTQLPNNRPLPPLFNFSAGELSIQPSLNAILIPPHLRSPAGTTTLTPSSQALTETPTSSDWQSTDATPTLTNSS
DYRK1A inh: inhibitors of rat Dyrk1A kinase. Q63470. ADP-Glo luminescence, NFATc1 peptide. inhibition, % at 12.5 µM. 0.43% of 310,000 active. AID 504441; in the data active = inhibition above about 50%;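 also: plate controls were vehicle with enzyme for no effect and no enzyme for full effect; many of its hits are not listed in these tables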
Active calls of the source: *; ? = inconclusive; / = not tested or not shown; & = joins results of further samples.

SMILES	Platelet DG rel	HSP90 refold inh	GSK3B inh	KLF5 inh	HSF1 inhib	IEC-6 cytotox	aSyn UTR inh	HSF-1 act	GSK3 alpha inh	DYRK1A inh
CC1CC(C)(C)CC2(C1)NC(=O)N(CC(=O)NCCc1c[nH]c3ccccc13)C2=O (stereo unspecified)	-12	3	2	5	-1	9	-7	6	-1	1
CC(C)(C)C(=O)Cn1c(NCCO)nc2ccccc21	1	1	0	-14	/	0	7	/	1	-1
COc1ccc(NC(=O)CCc2nc3ccccc3[nH]2)cc1	-3	-1	-1	8	1	2	-11	-2	-1	-1
CC(C)CCNc1nc2ccccc2nc1NS(=O)(=O)c1cccs1	-3	0	-1	-2	-7	-1	-5	-3	-4	4
COc1cc(C2C(C#N)=C(N)OC3=C2C(=O)CC(C)(C)C3)ccc1OC(=O)N1CCOCC1 (stereo unspecified)	-2	-4	0	-8	-4	-2	4	17	2	28
NC(=O)C1c2ccccc2Oc2ccccc21	3	2	2	-19	-3	-3	2	0	7	0
COC(=O)c1sccc1NC(=O)C1CC=CCC1C(=O)O (stereo unspecified)	-3	-3	2	-27	-5	-5	11	-7	-4	-2
CCOCCCNC(=O)C(c1ccccc1)N(Cc1cccs1)C(=O)CNC(=O)c1ccccc1 (stereo unspecified)	-6	-3	-1	-12	0	-7	8	-9	-1	-3
Cc1cccc(N2CCN(Cc3nc(-c4ccc(F)cc4F)oc3C)CC2)n1	-8	-2	-4	-13	-3	3	-37	6	-2	3
COCC(=O)N1CCC(Oc2ccc(C(=O)N3CCCCCC3)cc2)CC1	11	-2	0	-29	-5	-4	-16	-3	-1	9
COc1ccccc1NS(=O)(=O)c1ccc(NC(=O)c2nc3nc(C)cc(C(F)F)n3n2)cc1	-6	6	1	-29	10	1	4	43	1	0
CN(C)Cc1c(C(=O)N/N=C/c2cccc3ccccc23)nnn1-c1nonc1N	-4	-2	0	-1	-5	3	4	-8	-1	-1
O=S(=O)(c1cccc(C(F)(F)F)c1)N(CCCN1CCOCC1)Cc1cccs1	1&-2	0&-2	4&0	-1&-8	8&7	-6&-5	-1&27	9&3	0&-3	0&-2
COc1ccc(OC)c(S(=O)(=O)NCC(=O)O)c1	0	5	-1	-22	3	-3	-1	5	0	2
Cc1ccccc1NC(=O)Nc1ccccn1	6	-3	-4	-75	13	4	-111	18	1	2
O=C(CCN1C(=O)C2CC=CCC2C1=O)Nc1cc(C(F)(F)F)ccc1N1CCCC1 (stereo unspecified)	8	/	1	/	-5	/	7	-9	0	0
Cc1cccc(C)c1OCCCCN1CCNCC1	0	5	/	-55	2	0	12	5	1	-5
C/C(CC(=O)Nc1ccc2c(c1)OCCO2)=N\NC(=O)Cc1ccccc1	9	-4	1	-6	-1	-6	-12	3	1	0
CCC1(C)Cc2c(sc3nc(NC)n(C)c(=O)c23)CO1 (stereo unspecified)	5	-5	-2	-34	3	0	-12	-6	4	9
COc1ccc(-c2oc3ccccc3c(=O)c2OCC(=O)O)cc1	-8	-1	0	-26	0	5	-1	0	-2	1
Nc1cccnc1-n1nc(C(F)(F)F)cc1C(F)(F)F	-2	0	2	-11	7	-2	-15	23	-2	/
COc1ccc2oc(=N)c(C(=O)Nc3ccccc3Cl)cc2c1	3	1	2	-142	22	3	-209	37	-1	6
Nc1cc(N)nc(SCC(=O)NNC(=O)Cc2ccccc2)n1	-8	-1	0	-7	9	-1	-24	26	-2	-4
COc1cc(C2C3=C(CC(C)(C)CC3=O)N(C)C3=C2C(=O)CC(C)(C)C3)ccc1O	4	4	2	-58	-1	-1	25	11	-2	1
COC(=O)Cn1ncc2c3ccccc3n(C)c2c1=O	-2	-1	2	-28	10	-7	-60	16	-2	8
O=C(COC(=O)c1cccc(S(=O)(=O)NCc2ccccc2)c1)c1ccccc1	-1	-3	2	-7	-1	-5	-4	0	/	0
CN1C(C)(C)CC(=NOC(=O)c2ccccc2)CC1(C)C	-1	0	-1	6	-6	-4	22	3	1	3
Cc1ccc(SCC(=O)Nc2cc(C)on2)cc1	1	2	0	-55	9	8	-9	6	-2	0
Cc1nc2c(-c3ccc(F)cc3)c(C)nn2c(C)c1CCC(=O)Nc1ccccc1F	0	-7	0	-36	-6	0	5	-10	3	-2
Cc1ccc(C(=O)NCC(=O)OCC(=O)c2ccc3c(c2)OCCO3)cc1C	4	2	2	-25	-2	-3	-15	-11	-1	-1
CNc1nc(C(=O)O)nc(N2CCOCC2)n1	-1	4	2	-3	3	1	20	10	-1	-6
CCc1ccccc1NC(=O)CSc1nc(-c2ccccc2)nn1C(=O)c1cccc([N+](=O)[O-])c1	13	-4	0	-11	9	-2	-5	10	-1	/
Cc1ccc(/C(N)=N/OC(=O)C(C)c2ccc([N+](=O)[O-])cc2)cc1 (stereo unspecified)	0	1	1	-15	4	-4	-29	-10	0	2
Cc1ccc2c(CN3CCCCC3C)cc(=O)oc2c1C (stereo unspecified)	-2	0	-3	-21	5	12	11	17	/	36
Cc1oc(-c2cc(F)ccc2F)nc1CN1CCN(C)C(=O)[C@@H]1C	-9	3	3	-8	-5	-4	1	5	-1	-2
Cc1cccn2c(N)c(-c3ccccc3)nc12	0	-4	2	-32	4	1	-37	0	-1	1
Oc1oc(-c2ccco2)nc1C=Nc1cccc(Cl)c1	2	-1	1	-19	0	0	-15	7	-4	6
CCOC(=O)c1c(NC(=O)C(C)OC(=O)c2ccc(NC(=O)CC#N)cc2)sc2c1CCCC2 (stereo unspecified)	10	/	0	/	4	/	-37	9	-3	-9
Cn1cc(/C=N/NC(N)=S)c2ccccc21	2	1	-5	-17	-2	0	0	-6	1	3
CN(C)c1ccc(N/C=C/C(=O)c2ccc(F)cc2)cc1	95*	7	-3	-40	11	-5	-120	28	2	7
O=c1[nH]cnc2c1ncn2[C@@H]1C[C@@H](O)[C@H](CO)O1	0	-3	0	-26	-7	-4	-9	-9	-1	-3
Clc1ccc(-c2c[nH]c3ccccc23)nn1	-3	-2	1	-7	3	2	-34	15	-3	0
COc1cc(-c2nnc(-c3ccccc3)o2)cc(OC)c1OC	-3	0	0	-15	11	0	-33	6	0	1
COCCn1c(SCC(=O)NC2CCCCC2C)nc2ccccc2c1=O (stereo unspecified)	0	6	-1	-9	3	-1	11	0	-3	-5
COc1ccc2nc(NC(=O)C3=NN(c4ccccc4)C(=O)CC3)sc2c1	-10	-1	4	-15	-6	-1	1	23	-1	12
CC(=O)N1CC=CC1(C)C(=O)NCc1cc(F)cc(C(F)(F)F)c1 (stereo unspecified)	-3	1	2	-12	1	0	21	-7	1	-1
CN(C)c1ccc(C2(O)C(=O)c3ccccc3C2=O)cc1	-6	-3	-1	-10	-2	-10	-25	8	/	-3
Cc1ccc(C(=O)N(c2c(C)n(C)n(-c3ccccc3)c2=O)C(C)C)cc1	0	2	-3	5	-7	-1	13	12	-6	4

Structures listed above printed as active in Platelet DG rel.
mol	Platelet DG rel	HSP90 refold inh	GSK3B inh	KLF5 inh	HSF1 inhib	aSyn UTR inh	HSF-1 act	GSK3 alpha inh	DYRK1A inh
CN(C)c1ccc(N/C=C/C(=O)c2ccc(F)cc2)cc1	95*	7	-3	-40	11	-120	28	2	7

Some entries already given, limited to HSP90 refold inh:
smiles	HSP90 refold inh
CCC1(C)Cc2c(sc3nc(NC)n(C)c(=O)c23)CO1 (stereo unspecified)	-5
COc1ccc(-c2oc3ccccc3c(=O)c2OCC(=O)O)cc1	-1
Nc1cccnc1-n1nc(C(F)(F)F)cc1C(F)(F)F	0
COc1ccc2oc(=N)c(C(=O)Nc3ccccc3Cl)cc2c1	1
Nc1cc(N)nc(SCC(=O)NNC(=O)Cc2ccccc2)n1	-1

The listing picks up, starting 5 compounds before the break.
SMILES	Platelet DG rel	HSP90 refold inh	GSK3B inh	KLF5 inh	HSF1 inhib	IEC-6 cytotox	aSyn UTR inh	HSF-1 act	GSK3 alpha inh	DYRK1A inh
COCCn1c(SCC(=O)NC2CCCCC2C)nc2ccccc2c1=O (stereo unspecified)	0	6	-1	-9	3	-1	11	0	-3	-5
COc1ccc2nc(NC(=O)C3=NN(c4ccccc4)C(=O)CC3)sc2c1	-10	-1	4	-15	-6	-1	1	23	-1	12
CC(=O)N1CC=CC1(C)C(=O)NCc1cc(F)cc(C(F)(F)F)c1 (stereo unspecified)	-3	1	2	-12	1	0	21	-7	1	-1
CN(C)c1ccc(C2(O)C(=O)c3ccccc3C2=O)cc1	-6	-3	-1	-10	-2	-10	-25	8	/	-3
Cc1ccc(C(=O)N(c2c(C)n(C)n(-c3ccccc3)c2=O)C(C)C)cc1	0	2	-3	5	-7	-1	13	12	-6	4
Cc1nnc2n(c1=O)N=C(c1ccc(Cl)cc1)CS2	2	0	4	-141	12	-5	-93	16	1	9
CCCN1CCN(C(=O)c2cc3c(s2)-c2ccccc2OC3)CC1	18	4	0	-23	0	-4	-59	4	-1	21
CC1(N(O)/C=C2\C=CC=CC2=O)CCCCC1=O (stereo unspecified)	7	2	2	-19	3	-3	6	12	-1	-3
CCC1(CC)NC(=O)N(CC(=O)OC(C)C(=O)Nc2cc([N+](=O)[O-])ccc2OC)C1=O (stereo unspecified)	-3	-3	3	-15	4	-2	1	2	0	-9
Cc1ccc(-n2nnc3c(SCC(=O)NCC4CCCO4)ncnc32)cc1 (stereo unspecified)	3	-3	1	-16	46	-2	20	?	-1	7
CCC(=O)Nc1ccc(C(=O)Nc2ccc3c(c2)OCO3)cc1	4	2	3	-31	-3	1	-39	-4	/	-1
CN(C)c1ccc(-c2nnn(CC(=O)N3c4ccccc4CCc4ccccc43)n2)cc1	-2	-2	-2	0	6	-2	-9	-1	-1	-8
Cc1ccc(Cc2nnc(SCC(=O)Nc3c(C)cccc3C)[nH]c2=O)cc1	/	/	7	/	-6	/	-8	-4	-5	-4
CCS(=O)(=O)c1ncc(Cl)c(C(=O)Nc2ccc(S(=O)(=O)N(C)c3ccccc3)cc2)n1	7	4	2	85*	?	101*	78*	-47	-2	1
O=C(Nc1cccnc1)c1cc(-c2cc(Cl)ccc2O)n[nH]1	2	1	0	-123	1	5	-219	-1	-2	0

From PubChem BioAssay

Only part of the results is shown; rates above refer to the full screens.
